HKDC1 inh: HKDC1 hexokinase inhibitors, primary screen, biochemical, fluorescence, uHTS; inhibition, % at 20 µM; recombinant HKDC1, G6PDH/diaphorase resazurin coupled fluorescence; actives 0.16% (n = 340,000); AID 493160, 2011;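 active = inhibition above about 35% when tested at 20 µM, limit read from the data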;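 note: plate controls were DMSO wells with enzyme for no effect and DMSO wells lacking enzyme for full effect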
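Incubation: 90 min at room temperature in dark / Material: recombinant HKDC1 (HK5) hexokinase enzyme, produced in-house / Quantity: enzyme 5 µg/mL final / Compound: one dose of 20 µM, 1% DMSO / Reagent: glucose and ATP substrates / Buffer or medium: Tris pH 8.0 buffer with MgCl2, Tween-20, BSA, BME / Technique: resorufin fluorescence at 613 nm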
SENP8 block-1: human SENP8 protease inhibitors, primary screen, biochemical, fluorescence, Nedd8 protein substrate, uHTS. AID 602440, 2012. recombinant SENP8. inhibition, % at 20 µM. Sentrin-specific protease 8 (Homo sapiens), Q96LD8. actives 0.64% (n = 360,000); in the data active = inhibition mostly above about 40%, no sharp cut-off; inactive = mostly below about 27%
Target sequence (Q96LD8 whole entry, looked up): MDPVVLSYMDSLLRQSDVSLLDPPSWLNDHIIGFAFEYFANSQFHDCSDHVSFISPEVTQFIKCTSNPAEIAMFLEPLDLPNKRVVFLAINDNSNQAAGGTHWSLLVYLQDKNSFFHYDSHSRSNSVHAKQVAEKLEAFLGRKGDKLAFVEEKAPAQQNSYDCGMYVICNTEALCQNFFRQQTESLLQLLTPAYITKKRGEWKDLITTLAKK
SENP1 inh: human SENP1 catalytic domain inhibitors, primary screen, biochemical, FRET, uHTS | Sentrin-specific protease 1 (Homo sapiens), Q9P0U3 | inhibition, % at 10 µM | recombinant SENP1 catalytic domain, CyPet-SUMO1-YPet FRET cleavage | actives 0.21% (n = 360,000) | AID 624204, 2012;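 active = inhibition at least 30% at 10 µM, raw YFP signal under a set limit, fluorescence ratio 0.5 to 1.5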;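 note: 0% = enzyme with DMSO and 100% = no enzyme wells; some results filed as inactive read as strong as hits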
Target sequence (Q9P0U3 419-644 limits assumed): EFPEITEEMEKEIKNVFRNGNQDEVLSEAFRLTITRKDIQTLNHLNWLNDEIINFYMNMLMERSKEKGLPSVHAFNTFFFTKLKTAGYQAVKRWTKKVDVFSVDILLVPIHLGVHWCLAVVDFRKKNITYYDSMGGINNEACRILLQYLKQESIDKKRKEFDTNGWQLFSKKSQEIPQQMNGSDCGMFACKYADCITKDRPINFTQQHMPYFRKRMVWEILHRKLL
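Test system: hSENP1 catalytic domain, recombinant; Amount: 20 pM final SENP1 enzyme; Medium: Tris pH 8 buffer plus EDTA, NaCl, BME, BSA, NP40, catalase; Schedule: 50 min enzyme reaction, room temperature, light-protected; Technique: FRET fluorescence in CFP and YFP emission channels; Controls: no-enzyme wells low, DMSO-plus-enzyme wells high control.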
SENP7 block: SENP7 protease inhibitors, primary screen, biochemical, luminescence, uHTS; AID 434973, 2010; inhibition, % at 5 µM; actives 1.5% (n = 330,000); recombinant SENP7, Z-RLRGG-aminoluciferin luminescence, 40 min;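 active = inhibition above about 50% at the single test dose, limit read from the data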;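 note: plate controls were DMSO with enzyme for no effect and no enzyme buffer wells for full effect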
Target sequence (Q9BQF6 706-1050 limits assumed): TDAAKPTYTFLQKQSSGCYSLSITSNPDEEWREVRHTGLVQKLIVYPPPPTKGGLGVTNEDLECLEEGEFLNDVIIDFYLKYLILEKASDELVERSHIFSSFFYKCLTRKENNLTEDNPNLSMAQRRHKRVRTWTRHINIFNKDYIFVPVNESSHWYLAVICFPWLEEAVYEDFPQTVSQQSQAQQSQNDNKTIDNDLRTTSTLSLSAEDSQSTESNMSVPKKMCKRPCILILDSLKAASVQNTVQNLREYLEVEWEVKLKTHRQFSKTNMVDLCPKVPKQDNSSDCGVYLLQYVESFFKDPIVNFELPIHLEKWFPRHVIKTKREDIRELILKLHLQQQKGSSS
PfG6PD inh: PfG6PD enzyme inhibitors, primary screen, biochemical, fluorescence intensity, uHTS. inhibition, % at 20 µM. PfGluPho enzyme, NADPH resazurin-diaphorase fluorescence. actives 0.78% (n = 350,000). glucose-6-phosphate dehydrogenase-6-phosphogluconolactonase (Plasmodium falciparum 3D7);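 active = inhibition reaching at least a set limit at 20 µM in the primary screen, cut at about 59% in these data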;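 note: 0% = DMSO wells with substrate and 100% = DMSO wells lacking glucose-6-phosphate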
SENP8 block-2: SENP8 protease inhibitors, primary screen, biochemical, luminescence | Sentrin-specific protease 8 (Homo sapiens), Q96LD8 | purified SENP8, Z-RLRGG-aminoluciferin cleavage | inhibition, % at 10 µM | actives 1.2% (n = 330,000) | AID 2540, 2010; in the data active = inhibition above about 50%
UBC13 inh: UBC13 polyubiquitin chain formation inhibitors, primary screen, biochemical, TR-FRET, uHTS; AID 485273, 2010; inhibition, % at 20 µM; Ubiquitin-conjugating enzyme E2 N (Homo sapiens), P61088; actives 0.47% (n = 330,000); in the data active = inhibition above about 45%, passing the limit was not always enough
Target sequence (P61088 whole entry, looked up): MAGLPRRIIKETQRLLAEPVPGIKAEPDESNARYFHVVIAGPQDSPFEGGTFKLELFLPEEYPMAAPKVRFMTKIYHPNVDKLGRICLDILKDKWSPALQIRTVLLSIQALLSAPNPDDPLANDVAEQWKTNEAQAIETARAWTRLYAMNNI
beta cell repl: inducers of MIN6 beta-cell proliferation, primary screen, ATP luminescence, uHTS | MIN6 cells proliferation, ATPlite luminescence, 48 h; cells starved in 0.2% serum; 100% = growth in 10% serum | actives 0.29% (n = 330,000) | proliferation, % at 10 µM;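 active = compounds whose signal lies at least 3.5 SD above the mean of all wells on their plate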;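 note: 0% = DMSO-treated cells in low-serum medium and 100% = 10% serum control; some compounds called inactive have numbers as strong as hits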
SENP6 block: SENP6 protease inhibitors, primary screen, biochemical, luminescence, uHTS; Sentrin-specific protease 6 (Homo sapiens), Q9GZR1; Recombinant SENP6 catalytic domain, aminoluciferin luminescence; inhibition, % at 10 µM; actives 1.8% (n = 330,000);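 active = inhibition above about 50% at the single tested dose, limit read from the data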;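 note: plate controls were DMSO wells with enzyme for no effect and DMSO wells lacking enzyme for full effect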
* marks the source's active call; other numbers are inactive results; . = not tested or not shown. Rows are unselected; overall some 4% were active at least once.

SMILES	HKDC1 inh	SENP8 block-1	SENP1 inh	SENP7 block	PfG6PD inh	SENP8 block-2	UBC13 inh	beta cell repl	SENP6 block
COc1ccc(F)cc1S(=O)(=O)Nc1cccc(C(=O)O)c1	11	2	2	-1	-22	-1	-4	1	-2
C=CCn1c(Sc2ccccc2)nc2c1c(=O)[nH]c(=O)n2C	0	17	2	8	11	2	-1	0	-5
Cc1ccc(OCCn2cc(C#N)c3ccccc32)cc1	2	8	-1	5	45	-4	5	-2	-14
O=C(Nc1ccnc(-c2cccnc2)n1)c1ccc(F)cc1	.	.	.	-2	.	7	-3	-3	5
CC1(C)Cc2nc3[nH]c(=S)[nH]c(=O)c3cc2CO1	0	10	0	5	3	7	-1	-1	3
Cc1ccc2nc(SCc3cccc([N+](=O)[O-])c3)nc(C)c2c1	0	10	3	-3	37	-2	7	2	-6
Cc1cc(=O)n2c(n1)NC(Nc1cccc(C)c1C)=NC2c1ccc(F)cc1 (stereo not drawn)	-2	-28	-1	8	-8	4	2	1	1
O=C(NCc1cccnc1)C(=O)NCC1OCCCN1S(=O)(=O)c1ccccc1 (stereo not drawn)	-12	11	1	-3	6	-11	-12	0	-3
COc1ccc2ccccc2c1/C=N/NC(=S)Nc1cc(S(=O)(=O)N2CCOCC2)ccc1N1CCOCC1	-7	-217	-41	1	1	6	-4	0	-5
COC(=O)c1ccccc1NC(=O)n1cc(C)cn1	-7	-250	1	-9	-1	-5	-2	-3	2
CNC(=O)c1cc(C(=O)c2ccc(Cl)cc2)c[nH]1	-7	20	3	0	7	-2	3	-4	11
Cc1cc(OCC(=O)N2CCC(C(N)=O)CC2)c2c(C)c(C)c(=O)oc2c1	4	-181	1	-6	-15	-1	11	-4	4
CCCc1cc(=O)n2c(nc3ccccc32)[nH]1	-4	-448	0	13	-2	-9	6	1	-2
COC(=O)c1cc(COc2ccc3c4c(c(=O)oc3c2)CCC4)c(C)o1	.	.	.	-2	.	13	3	0	-7
Cc1cc(C)c2cc(C#N)c(NCCOC(=O)c3ccccc3C)nc2c1	5	-302	-127	6	22	3	21	-3	6
CC1=CC(C)(C)[N+](C)=CN1c1ccccc1	-11	20	0	-6	0	-8	-11	0	-6
O=C(Nc1ccc(-c2nc3cc(NC(=O)c4cccs4)ccc3o2)cc1)c1cccs1	1	-321	-1	-3	-7	-3	-5	-3	-18
CCC(C)[C@H]1COCCS(=O)(=O)N1Cc1ccc(C)cc1 (stereo partly drawn)	-1	12	1	-3	5	-12	3	0	-12
N#CCOC(=O)[C@H](Cc1ccccc1)N1C(=O)c2ccccc2C1=O	-3	16	4	1	2	2	1	0	1
O=S(=O)(NCc1ccc2c(c1)OCO2)c1ccc(F)c(F)c1	0	19	2	0	-8	-1	6	-1	-2
COc1cc(C2c3c(oc4ccccc4c3=O)C(=O)N2c2nccs2)ccc1O (stereo not drawn)	3	25	2	3	1	-1	9	0	-8
CCOc1ccc(Cl)cc1/C=N/NC(=O)c1ccccc1	-7	-5	1	2	40	1	-1	-1	-10
COCCn1c(SCC(=O)NC2CCCC2)nc2ccccc2c1=O	0	20	-2	-7	-12	2	1	3	4
N#CCCN(C(=O)CN1C(=O)NC2(CCCC2)C1=O)c1ccccc1F	-4	19	2	1	-4	0	1	0	2
COc1ccc(OCC(O)CN2CCN(c3ccc(Cl)cc3)CC2)cc1 (stereo not drawn)	-9	18	4	0	2	5	8	-2	-4
(list continues)
SMILES	HKDC1 inh	SENP8 block-1	SENP1 inh	SENP7 block	PfG6PD inh	SENP8 block-2	UBC13 inh	beta cell repl	SENP6 block
O=C(CSc1nnc(NC(=O)C2CC2)s1)Nc1ccc(F)cc1F	-6	4	3	-2	-3	0	7	-4	0
Cc1ccc2nc(-c3ccc(O)c(O)c3)cn2c1	5	-444	2	57*	25	42	-8	-5	72*
CC(=O)C1(C)OC(N)=C(C#N)C(c2ccccc2)C1(C#N)C#N (stereo not drawn)	-3	-77	-28	-9	8	-6	-8	0	-3
O=C(O)CN=CC1=C(O)CC(c2ccccc2)CC1=O (stereo not drawn)	4	20	-2	-6	-2	-9	-7	-4	-18
C#CCOc1ccc(C2C3=C(CC(C)(C)CC3=O)N(CC(=O)O)C3=C2C(=O)CC(C)(C)C3)cc1OC	-4	-498	-146	-7	3	-11	-7	-3	-21
O=C(O)Cc1cn(-c2ccccc2)nc1-c1ccccc1	-3	10	-2	6	-2	3	-8	-5	18
Cc1nn(CC(=O)NCCCN2CCCCC2)c(=O)c2cccn12	3	-3	-4	-5	1	4	0	-3	-4
COC(=O)c1ccc(C2/C(=C(/O)c3ccc(OC)cc3)C(=O)C(=O)N2CC2CCCO2)cc1 (stereo not drawn)	16	5	0	-1	-29	10	-4	-1	9
Cc1cc(C(=O)NCc2ccc(S(N)(=O)=O)cc2)cs1	1	12	1	6	-6	-5	0	-3	-15
C/C(=N\Nc1nc(-c2ccccc2)cs1)c1cccs1	-1	-22	-2	-3	7	-5	-16	-2	9
COc1ccc(NS(=O)(=O)c2ccc(O)c(C(=O)OCC(=O)N3CCCCC3)c2)cc1	1	-65	1	1	-3	3	12	-2	1
CCc1cccc(C)c1NC(=S)NCC(c1cccnc1)N1CCOCC1 (stereo not drawn)	-14	14	1	3	13	3	8	-1	-5
COc1cccc(CN2CCNC(=O)C2CC(=O)NCCN2CCCCC2=O)c1 (stereo not drawn)	1	-56	-2	1	-13	10	5	1	14
COc1cc2c(cc1OC)C(c1cccc([N+](=O)[O-])c1)NC(=O)C2 (stereo not drawn)	-9	7	0	-11	-8	-3	0	1	-2
CCN(CC)S(=O)(=O)c1ccc2c(c1)c(=O)c(C(=O)NCc1cccs1)cn2C	-6	6	1	.	-4	.	.	.	.
COc1ccc(O)c(/C=N/NC(=O)c2ccc(N3CCCC3=O)cc2)c1	-9	-70	6	7	12	3	4	0	-44
COc1ccccc1OCC(=O)Nc1cc(S(=O)(=O)N2CCCCC2)ccc1N1CCCCC1	2	-20	-14	11	20	-3	3	0	2
CCNC(=S)NNC(=O)c1ccc(S(=O)(=O)NCc2ccco2)cc1	-1	-40	2	-13	-7	-7	12	-1	-7
O=c1cc(CCc2ccccc2)oc2cccc(O)c12	0	27	3	.	8	.	.	.	.
CCN1CCCc2cc(CN(CCN3CCOCC3)C(=O)Nc3ccc(C)c(C)c3)ccc21	-1	14	-3	1	14	-1	12	-1	1
NC(=O)Nc1ccc(F)cc1	-11	18	1	-4	-15	4	4	-1	-8
CCCn1c(SCC(=O)Nc2cc(Cl)ccc2OC)n[nH]c1=O	-5	19	1	9	19	2	4	1	12
COc1ccc(NC(=O)CSc2ccccn2)c([N+](=O)[O-])c1	6	35	2	-5	6	5	-1	0	8
COc1ccc([N+](=O)[O-])cc1NS(=O)(=O)c1cc(C(=O)N2CCN(C)CC2)ccc1OC	0	-1	2	-2	2	-6	-1	4	-2
CCOC(=O)C1=C(c2ccccc2)Nc2ncnn2C1c1cc(OC)cc(OC)c1OC (stereo not drawn)	9	30	-1	-5	8	-9	-5	1	-16
Additional compounds.
SMILES	HKDC1 inh	SENP8 block-1	SENP1 inh	SENP7 block	PfG6PD inh	SENP8 block-2	UBC13 inh	beta cell repl	SENP6 block
CCN1CCCC1CNS(=O)(=O)c1cc(Br)cc2c1N(C(=O)C1CC1)CC2 (stereo not drawn)	-2	4	-10	6	-8	-3	7	-3	-6
Cc1ccc(C(=O)Nc2cccc(C(=O)O)c2)cc1S(=O)(=O)N1CCCCC1	-2	20	0	94*	-12	88*	-2	-2	93*
CNC(=O)C(Sc1nc(C)nc2c1oc1ccccc12)C(C)=O (stereo not drawn)	7	8	-3	-5	-28	2	-6	-2	-19
O=C(c1cc(-c2cccs2)nc2ccccc12)N1CCN(CCO)CC1	-5	-410	-1	-7	2	-8	33	0	-13
O=C1CN2NC(=S)N(c3ccccc3)C2=CN1c1ccc(Cl)cc1	-5	5	0	3	29	-3	1	1	-13
COC(=O)c1cn(-c2ccccc2)nc1-c1ccc(OC)cc1	-1	8	0	-1	-5	0	4	1	-8
Cc1[nH]c(C(=O)N/N=C/c2ccc(N(C)C)cc2)c(C)c1C(=O)N/N=C/c1ccc(N(C)C)cc1	-4	-409	-106	-5	1	-11	-18	0	-33
Cc1cccc(-n2c(C)cc(C=C3C(=O)c4ccccc4C3=O)c2C)c1	-6	-64	-28	39	1	32	-30	-3	44
CC1(c2ccccc2Cl)NC(=O)N(CC(=O)N2CCN(S(=O)(=O)c3ccccc3)CC2)C1=O (stereo not drawn)	-6	2	2	2	-6	13	10	-1	-3
S=C(c1ccc(OCc2ccccc2)cc1)N1CCCC1	-3	16	1	61*	-7	47	-3	-3	60*
C=CCc1ccc(OCCCOc2ccc(C)c(C)c2)c(OC)c1	0	16	0	8	22	-2	-17	-1	-2
Cc1[nH]c2ccc(C(=O)OC(C)C(=O)NC3(C#N)CCCCC3)cc2c1C (stereo not drawn)	-4	-38	2	7	25	1	1	7	-10
CCCCC(=O)Nc1cccc(NC(=O)c2ccc(Br)o2)c1	-2	12	1	-6	-2	-12	-4	0	3
COc1cc(CC(=O)OCc2cccc([N+](=O)[O-])c2)cc(OC)c1OC	-5	4	2	-4	24	-3	3	-2	-21
Cc1cc(C(=O)CCl)c(C)n1-c1ccon1	7	0	2	.	-5	.	.	.	.
CCOC(=O)C1(C)NC(c2cc(OC)c(OC)c(OC)c2)C2C(=O)N(CC)C(=O)C21 (stereo not drawn)	2	4	1	-5	4	-6	-10	-1	-22
O=C(NCc1cccc2[nH]ccc12)C1CCC(=O)N(CCc2ccccc2)C1 (stereo not drawn)	6	-26	-1	0	1	-7	9	-1	-4
S=C(c1ccccc1)N1CCCc2ccccc21	1	14	3	-4	-13	-6	-20	3	-11
COc1cccc(CNC(=O)CNC(=S)N(Cc2ccccc2)Cc2ccccc2F)c1	-1	16	3	.	20	.	.	.	.
COCCNCCCOc1ccc(Br)cc1Cl	0	13	0	-7	-4	-2	-4	-2	-18
COC(=O)c1cc2ccsc2n1Cc1nc(-c2cccc(Cl)c2)oc1C	0	6	-3	5	13	1	-5	-4	-1

An excerpt of these results, with each value named.
Compound: Cc1cc(C(=O)CCl)c(C)n1-c1ccon1
  HKDC1 inh: 7; SENP8 block-1: 0; SENP1 inh: 2; SENP7 block: .; PfG6PD inh: -5; SENP8 block-2: .; UBC13 inh: .; beta cell repl: .; SENP6 block: .

Compound: COC(=O)c1cc2ccsc2n1Cc1nc(-c2cccc(Cl)c2)oc1C
  HKDC1 inh: 0; SENP8 block-1: 6; SENP1 inh: -3; SENP7 block: 5; PfG6PD inh: 13; SENP8 block-2: 1; UBC13 inh: -5; beta cell repl: -4; SENP6 block: -1
